ARNT-TACC3 inh = disruptors of ARNT/TACC3 protein interaction, primary screen, biochemical, AlphaScreen, single concentration | AID 623870, 2012 | Transforming acidic coiled-coil-containing protein 3 (Homo sapiens), Q9Y6A5 | 390,000 compounds, 0.66% hits | AlphaScreen His-ARNT PAS-B/GST-TACC3 binding, luminescence; TACC3 fragment carries E629A point mutation | inhibition, % at 9.99 µM;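 active means mean inhibition of replicates at least 50% and at least half of replicates each reaching 50%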;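 further: 0% = complete ARNT plus TACC3 wells and 100% = ARNT alone without TACC3; many hits fall short of the cut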
GSIS activator = GLuc luminescence reporter in INS-1E cells, primary screen for activators of glucose-dependent secretion of insulin | INS-1E GLuc reporter insulin secretion, 2-3 h | activation, % at 16.6 µM | 370,000 compounds, 0.61% hits;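 active means lowest replicate activation of at least 40%, so every replicate reaches that level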;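 further: 0% = median of neutral control wells and 100% = median of IBMX positive control wells; some compounds called inactive have numbers as strong as hits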
Numbers without * were called inactive. These rows are one share of the data. The share of hits here may be higher or lower than overall.

smiles,ARNT-TACC3 inh,GSIS activator
Cc1cccc2cc(C#N)c(N3CCN(C)CC3)nc12,5,-2
COc1cc(NC(=O)c2cc3nc(C4CC4)cc(C(F)(F)F)n3n2)c(OC)cc1Cl,-6,-7
CCOC(=O)C1CCN(C(=O)CCCN2C(=O)c3ccccc3C2=O)CC1,0,0
CC(C)C(=O)Nc1ccccc1C(=O)OCC(=O)c1ccc2c(c1)OCCO2,-8,-5
CC1Cc2ccccc2N1C(=O)CCS(=O)(=O)c1cccs1 (stereo not drawn),26,28
COc1ccc(Cn2nnnc2CN(Cc2cc3ccc(C)cc3[nH]c2=O)C2CCCC2)cc1,-6,-27
O=C(CSc1ncn[nH]1)Nc1ccc(Br)cc1F,-1,-7
Cc1c(N=CN2CCOCC2)c(=O)n(C)c(=O)n1C,-1,-1
C(#CCN1CCOCC1)COCCCOC(c1ccccc1)c1ccccc1,-1,-14
CCOc1cc(C2C(C#N)=C(N)SC(N)=C2C#N)ccc1OCCN1CCOCC1,8,82*
NC(=O)/C(=N\OC(=O)c1ccco1)c1nc(-c2ccc(Br)cc2)cs1,16,42
Cc1nn(C)c(C)c1CN(C)C(=O)c1cc2n(n1)C(C(F)(F)F)CC(c1cccs1)N2 (stereo not drawn),3,-12
CCN(CCC(=O)O)c1ccccc1,-5,63*
CCN(CC)CCOc1ccc(Br)cc1,-10,20
O=C(CCCN1C(=O)CCC1=O)Nc1ccc2c(c1)OCO2,-3,13
O=C(NC(=S)NCCN1CCOCC1)c1ccccc1Cl,23,-9
COc1ccc(/C=C(\C#N)C(=O)N2CCOCC2)cc1Br,-8,6
CC(C)(C)C(=O)Nc1ccccc1C(=O)OCC(=O)c1ccc2c(c1)OCCO2,-5,31
O=C(Cn1c(-c2ccccn2)nc2ccccc21)NCCN1CCOCC1,-1,-8
CC(C)c1nnc(NC(=O)CCC(=O)NCc2ccco2)s1,7,-10
COc1cccc(-n2ccnc2SCC(=O)Nc2cc(OC)ccc2OC)c1,35,5
CCOc1ccccc1CNCCN1CCOCC1,-12,-15
Nc1c(-c2ccccc2)n[nH]c1-c1ccccc1,3,28
CC1(C)CC(=O)c2c(nc(SCC(=O)Nc3nsc(-c4ccccc4)n3)c(C#N)c2-c2ccccc2)C1,-2,-28
Cc1sc2nc(C(C)C)nc(SCC(=O)NCc3ccco3)c2c1C,-11,-33
Cc1cc(C)nc(N2CCCC(C(=O)Nc3nc4ccc(S(C)(=O)=O)cc4s3)C2)n1 (stereo not drawn),-12,-13
[O-]C1=N/[N+](=C/c2ccc(Cl)c(Cl)c2)CC1,0,-9
O=C(NCc1cccnc1)/C(=C/c1ccc(-c2cccc(Cl)c2)o1)S(=O)(=O)c1ccccc1,3,-6
Cc1ccc(C)c(S(=O)(=O)NCc2ccc(C(=O)N3CCCCCC3)cc2)c1,-16,-16
CC(C)c1cc(-c2n[nH]c(=S)n2Cc2ccccc2)cs1,3,4
O=C(C1CCN(S(=O)(=O)N2CCC3(CC2)OCCO3)CC1)N1CCOCC1,1,11
Cc1ccc(Cn2nnc3c(=O)n(CC(=O)N4CCCCC4)cnc32)cc1,-4,3
COc1ccc(N2CCN(c3oc(-c4ccco4)nc3C#N)CC2)cc1,3,8
Fc1ccc(-c2csc3ncnc(Nc4ccc(N5CCOCC5)cc4)c23)cc1,20,13
O=c1c2c3c(sc2nc2n1CCCCC2)CCC3,-5,7
COc1ccc(CN(C(=O)c2cccs2)C(C(=O)NC2CCCCC2)c2ccc3ncccc3c2)cc1 (stereo not drawn),0,-27
Cc1nnc(SCC(=O)NC(=O)NCc2ccco2)n1Cc1ccccc1,-1,0
CN1C(=O)C(=O)N(CC(=O)N2CCc3ccccc32)C1=O,14,32
O=[N+]([O-])c1ccc2nc(/C=C/c3ccc(Cl)cc3)[nH]c2c1,1,-26
CCOc1ccc(N2Cc3ncccc3C2=O)cc1,-1,6
CCCn1c(=N)n(CC(=O)OCC)c2ccccc21,-4,4
CCOc1cccc2cc(C(=O)NCc3cccnc3)c(=O)oc12,4,18
N#Cc1c2c(c(NCCCN3CCOCC3)n3c1nc1ccccc13)CCC2,3,25
Oc1ccc2ccccc2c1CNc1cnc2ccccc2c1,-5,-8
CCOC(=O)Cc1nnc(NC(=O)c2cccc(OCC)c2)s1,-8,9
O=C(CN1CCN(CCC(=O)Nc2ccccc2F)CC1)Nc1ccc(F)cc1,-1,8
CCOC(=O)c1ccc(NS(C)(=O)=O)cc1,-5,12
O=C(Cc1ccc(Br)cc1)OCC(=O)c1ccc2c(c1)OCCO2,0,2
CC(=O)Oc1ccc(Cl)cc1/C=C/c1ccc2ccccc2n1,-16,53*
CC1CN(C(=O)c2cccc(S(=O)(=O)N3CCOCC3)c2)CC(C)O1 (stereo not drawn),-4,14
CC1CCCCN1S(=O)(=O)c1ccc2c(c1)CCN2C(=O)CCC(=O)O (stereo not drawn),-1,9
O=C(Nc1cccnc1)/C(N=Nc1ccc(Cl)c(C(F)(F)F)c1)=C(\O)c1ccccc1,-1,27
O=C(NC1CCCCC1)C(c1ccco1)N(Cc1cccs1)C(=O)Cn1nnc2ccccc21 (stereo not drawn),21,-5
O=C(CC12CC3CC(CC(C3)C1)C2)NCCN1CCOCC1,-11,-6
Cc1ccc(-c2csc3ncnc(SCC(=O)c4ccc5c(c4)OCCO5)c23)cc1,6,-25
Cc1noc(COc2ccccc2OCC(O)CNC(C)(C)C)n1 (stereo not drawn),4,15
COc1ccc2c(c1)c1nc3ccccc3nc1n2CCn1c(=O)oc2ccccc21,6,-7
O=C(Nc1nnc(-c2ccncc2)s1)C1CCCO1 (stereo not drawn),-6,8
CC(C)C(OC(=O)c1cccs1)C(=O)NCc1ccco1 (stereo not drawn),33,16
COc1ccc(NS(=O)(=O)c2ccc(OCC(=O)N3CCOCC3)cc2)cc1,-2,22

Single records, from the list above. Order of values: ARNT-TACC3 inh, GSIS activator
Results for Cc1sc2nc(C(C)C)nc(SCC(=O)NCc3ccco3)c2c1C : -11, -33
Results for CCOc1cc(C2C(C#N)=C(N)SC(N)=C2C#N)ccc1OCCN1CCOCC1 : 8, 82*
Results for CC(C)c1nnc(NC(=O)CCC(=O)NCc2ccco2)s1 : 7, -10
Results for O=C(NCc1cccnc1)/C(=C/c1ccc(-c2cccc(Cl)c2)o1)S(=O)(=O)c1ccccc1 : 3, -6

Continued.
smiles,ARNT-TACC3 inh,GSIS activator
Cc1cc(C)c2cc(CN(Cc3nnnn3Cc3ccc(F)cc3)C3CCCC3)c(=O)[nH]c2c1,-5,-26
CC(C)CC(=O)Nc1cccc(C(=O)Nc2ccccc2C(=O)O)c1,5,-6
CC(C)(C)NC(=O)c1cccc(NC(=O)c2ccc(NC(=O)c3ccco3)cc2)c1,-2,-5
CCOc1ccc(N=Cc2c(O)n(-c3cccc(C)n3)c(=O)c3ccccc23)cc1,5,-48
Cc1csc(SCC(=O)Nc2nc(-c3ccccc3)cs2)n1,1,-10
Cc1nnc(C)n1/N=C/C=C/c1ccccc1,10,-3
Oc1oc(-c2ccco2)nc1C=Nc1cccc(Cl)c1,14,-7
CC1(C)CC(=O)C(C(C#Cc2ccccc2)C2=C(O)CC(C)(C)CC2=O)=C(O)C1,3,22
O=C1C(Cc2ccc(O)cc2)NC(=S)N1c1ccccc1 (stereo not drawn),1,-7
CC(C)(Oc1ccc(Br)cc1)C(=O)N1CCc2ccccc21,8,-20
CC1=NOC2(C1)/C(=N/O)CCC/C2=N\O (stereo not drawn),-2,7
CC(=O)Nc1ccc(S(=O)(=O)NNC(=O)c2ccc(S(=O)(=O)N3CCCCC3)cc2)cc1,0,11
CCC(=O)c1ccc(N2CCN(C(=O)c3ccc(Br)cc3)CC2)c(F)c1,-3,-22
Cc1nn(Cc2ccccc2Cl)c2sc(C(=O)NCc3ccc4c(c3)OCO4)cc12,-8,5
COc1ccc(-c2cc(C(=O)NCc3cccnc3)no2)cc1,-3,2
O=C(NCC(c1cccnc1)N1CCN(c2ccccc2)CC1)OCc1ccccc1 (stereo not drawn),5,-14
COc1ccccc1N1CCN(C(=O)c2cc(-c3cccc(Cl)c3)on2)CC1,1,-51
O=C(CSc1n[nH]c(=O)n1C1CC1)Nc1cc(Cl)ccc1Oc1ccccc1,-2,-23
O=C1NC2(NN1c1ccccc1)C1CC3CC(C1)CC2C3 (stereo not drawn),-4,-9
Cn1c(=O)[nH]c(=O)c2c1nc(SCCN1CCCCC1)n2CCCc1ccccc1,0,17

In another format: results already given.
smiles: CCN(CC)CCOc1ccc(Br)cc1
  ARNT-TACC3 inh: -10	GSIS activator: 20

smiles: CC1CCCCN1S(=O)(=O)c1ccc2c(c1)CCN2C(=O)CCC(=O)O (stereo not drawn)
  ARNT-TACC3 inh: -1	GSIS activator: 9

smiles: CC(C)C(OC(=O)c1cccs1)C(=O)NCc1ccco1 (stereo not drawn)
  ARNT-TACC3 inh: 33	GSIS activator: 16

Next part
smiles,ARNT-TACC3 inh,GSIS activator
O=C(CSc1nnc(-c2cccnc2)n1-c1ccccc1)Nc1ccc2c(c1)OCO2,-1,2
Cn1c(CSc2ccccc2)c(C#N)c2ccccc21,-4,-16
CCC(=O)Nc1ccc2c(c1)ncn2-c1ccccc1OC,-5,2
CCC(C)(NC(=O)c1ccccn1)C(=O)NC1CCCCC1 (stereo not drawn),-5,10
CC(C)C(c1nnnn1Cc1ccc(F)cc1)N1CCN(Cc2ccc3c(c2)OCO3)CC1 (stereo not drawn),0,-33
Cc1cc(C)c(C#N)c(OCC(=O)c2ccc(Br)cc2)n1,-1,-14
COc1ccc(CC(=O)Nc2cc(C)ccn2)cc1,16,20
O=C(Nc1nc(=O)c2ccccc2s1)c1ccc(Cl)cc1,7,-11
Cn1c(=O)n(C)c2cc(C(=O)O)ccc21,-7,0
O=C(CNC(=S)N(Cc1ccccc1)Cc1cccnc1)NCCc1ccccc1,-1,-20
CCNS(=O)(=O)c1ccc2c(c1)n(C)c(=O)n2C,-31,21
COc1ccc(/C=N/NC(=O)OC(C)(C)C)cc1OC,-4,11
COc1ccc(NC(=O)CSc2nnc(Cc3cccn3C)n2-c2ccc(C)cc2)cc1OC,0,-15
CS(=O)(=O)N(CC(=O)N1CCCCCC1)Cc1ccc(Cl)cc1,4,3
COc1ccc2nc(NC(=O)CCc3nc(-c4ccccc4F)no3)sc2c1,-2,-6
O=C(CSc1nc2ccccc2c(=O)[nH]1)Nc1ccc(S(=O)(=O)N2CCCC2)cc1,1,-12
Cc1nnc(SCc2nc3ccccc3[nH]2)s1,-6,12
COc1ccccc1N(CN1C(=O)c2ccccc2C1=O)C(=O)c1cccnc1,-4,28
COc1ccccc1CNC(=O)CC(NS(=O)(=O)c1ccc(C)cc1)c1ccco1 (stereo not drawn),-3,-7
COc1ccccc1NC(=O)c1ccc(COc2ccccc2OC)o1,5,25
CCCCC(c1nnnn1CCOC)N1CCN(C(=O)c2ccco2)CC1 (stereo not drawn),-13,-7
CCn1c(SCC(=O)c2ccc3c(c2)Cc2ccccc2-3)nnc1-c1ccc(N)cc1,1,-29
CCOC(=O)C1=C(C)NC(SCC(N)=O)=C(C#N)C1c1cccs1 (stereo not drawn),0,32
CC(C)OC(=O)CSc1nnc(-c2ccc(O)cc2)n1Cc1ccccc1,0,-8
Cc1cccc(NC(=O)CCCN2C(=O)c3ccccc3C2=O)n1,-2,5
Cc1cccc(-n2c(N)cc(=O)nc2SCC(=O)Nc2nnc(C)s2)c1,2,6
Cc1c(C(=O)Nc2ccc(-c3nnc4n3CCCCC4)cc2)oc2ccc(Br)cc12,1,-46
CCOC(=O)Cc1csc(NC(=O)CSc2nnc(-c3ccc(NS(=O)(=O)CC)cc3)o2)n1,3,1
CN(C(=O)CSC1=Nc2ccccc2C2=NC(c3ccccc3)C(=O)N12)C1CCCCC1 (stereo not drawn),6,6
CCN(CC)C(=O)c1ccc(COc2ccccc2Br)o1,0,-8
CCOC(=O)c1cnc2nc(NCc3ccc(OCc4ccccc4)cc3)[nH]n2c1=O,-3,16
CCc1cc(-c2n[nH]c(=S)n2-c2cccc(C)c2)cs1,-6,11
Cc1ccc(CNC(=O)CCS(=O)(=O)c2ccc(Br)s2)o1,3,10
COc1ccc(OC)c(N2C(=O)[C@@H]3C(c4ccccc4Cl)=NO[C@@H]3C2=O)c1,-5,6
CC1(C)CC(=O)C(C=NC2CC(C)(C)NC(C)(C)C2)=C(O)C1,1,44*
CS(=O)(=O)N1CCN(c2ccccc2NC(=O)c2ccc(-c3ccc(Br)cc3)o2)CC1,3,-14
CCOC(=O)c1c(C)c(C(=O)N2CCN(c3cccc(Cl)c3)CC2)c(C)n1C,9,-27
O=C(O)C1CSCN1S(=O)(=O)c1cccc2nsnc12 (stereo not drawn),-3,14
CCc1ccc(NC(=O)CN2C(=O)CSC2=O)cc1,-3,8
Cc1ccccc1Cn1ccc(NC(=O)c2cnn3c(C(F)(F)F)cc(-c4ccco4)nc23)n1,-6,10
N#Cc1nc(Cc2ccccc2)oc1NCCc1ccccc1,0,-22
CC(C)(C)NC(=O)NC(=O)CSc1nnc(-c2ccccc2F)n1N,-2,-12
Cc1cccc(NC(=S)NC(=O)c2cccs2)n1,7,3
O=c1cc(CN2CCN(c3cccc(Cl)c3)CC2)c2cc3c(cc2o1)CCCC3,3,-25

From PubChem
